Bioassay records as filed in PubChem.
LRH-1 inv ag – NR5A2 inverse agonism in reporter assay. AID 602396. hit rate 0.13% among 360,000. HEK293T StAR-luciferase reporter, LRH-1 transfected, 24 h. inhibition, % at 3.6 µM. O00482;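 active means inhibition above the mean inhibition of all tested compounds plus 3 SD, cut at about 73% in these data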;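 further: 0% = DMSO wells and 100% = reporter-only cells lacking LRH-1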
SRC1 inh – human NCOA1 inhibition; inhibition, % at 3.6 µM; AID 588354; Q15788; HEK293 GAL4-SRC1 luciferase reporter, luminescence; hit rate 0.12% among 360,000;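 active means inhibition above the campaign mean plus 3 SD, with each screening campaign given its own cutoff, cut at about 60% in these data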;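 further: 0% = DMSO treated cells and 100% = gossypol at 36 µM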
TROY NFkB inh – TROY signaling inhibition. inhibition, % at 10 µM. AID 1347056. hit rate 0.98% among 360,000. Q293 LMP1-TROYcd NF-kB luciferase reporter, 4 h;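 active means compounds whose plate-normalised and pattern-corrected inhibition of the luciferase reporter signal at the single screening dose is 50% or more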
NCOA3 inh – human NCOA3 inhibition; Q9Y6Q9; HEK293 GAL4-SRC3 luciferase reporter, luminescence; inhibition, % at 3.6 µM; hit rate 0.17% among 360,000; AID 588352;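 active means inhibition above a per-campaign cutoff, the mean of all compounds plus 3 SD, cut at about 60% in these data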;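 further: 0% = DMSO-treated cells and 100% = gossypol-treated cells at 36 µM; higher means less SRC3-driven luciferase light from the GAL4 reporter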
CF NFkB block – inhibitors of cystic fibrosis induced NF-kB; KKLEB NF-kB-GFP reporter, PAF-induced, GFP fluorescence overnight; inhibition, % at 5 µM; AID 588850; hit rate 0.86% among 360,000;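 active means at least 50% inhibition at 5 µM, scaled per plate between neutral and stimulator controls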;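 further: PAF is a Pseudomonas aeruginosa culture filtrate used as stimulus; plate controls were PAF-stimulated DMSO wells for no effect and unstimulated DMSO wells for full effect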
KKLEB tox – CF airway cell cytotoxicity counter-screen; activity change (cytotoxicity), % at 5 µM; AID 602141; hit rate 0.36% among 360,000; KKLEB CF airway cells viability, ATPlite luminescence, overnight; hits give low values; cells stimulated with P. aeruginosa culture filtrate;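 active means corrected activity change at or below -50% at 5 µM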
LMP1 NFkB inh – reduces LMP1-driven NF-kappaB luciferase signal; inhibition, % at 12.5 µM; hit rate 0.69% among 350,000; LMP1-induced NF-kappaB luciferase reporter cells, luminescence; AID 504558; in the data active means inhibition above about 41%;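 further: 0% = neutral control wells and 100% = reference inhibitor control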
TRAIL sens C8 – caspase-8 TRAIL sensitization; hit rate 1% among 360,000; inhibition (viability loss, TRAIL sensitization), % at 10 µM; NB7+C8 cells + TRAIL, ATPlite viability luminescence;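 active means compounds causing at least 50% loss of cell viability in the single-dose screen, relative to plate controls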
NR2F2 inh – inhibitors of human COUP-TFII (NR2F2). HEK293T NGFI-A luciferase reporter, luminescence. AID 686940. inhibition, % at 8.6 µM. hit rate 0.7% among 370,000;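 active means inhibition above a per-plate cutoff, mean inhibition of test wells between control levels plus 3 SD, cut at about 38% in these data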;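 further: cells cotransfected with COUP-TFII expression vector driving the NGFI-A reporter; 0% = median of COUP-TF2 test wells and 100% = reporter-only cells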
TWEAK-Fn14 inh – blocks TWEAK-Fn14 interaction in a reporter cell assay | TWEAK-stimulated Fn14 reporter cells, luciferase luminescence, 8 h | AID 1159606 | hit rate 2% among 360,000 | inhibition, % at 10 µM; in the data active means inhibition above about 50%
SRC2 inh – inhibits human steroid receptor coactivator 2. Q15596. HEK293 GAL4-SRC2 luciferase reporter, luminescence. inhibition, % at 9 µM. hit rate 0.17% among 370,000. AID 651957;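 active means inhibition above the mean inhibition of all tested compounds plus 3 SD, set per campaign, cut at about 52% in these data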;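 further: 0% = DMSO treated cells and 100% = cells given Gossypol at 36 µM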
Target sequence (Q15596 whole entry, looked up, the tested form may be a part): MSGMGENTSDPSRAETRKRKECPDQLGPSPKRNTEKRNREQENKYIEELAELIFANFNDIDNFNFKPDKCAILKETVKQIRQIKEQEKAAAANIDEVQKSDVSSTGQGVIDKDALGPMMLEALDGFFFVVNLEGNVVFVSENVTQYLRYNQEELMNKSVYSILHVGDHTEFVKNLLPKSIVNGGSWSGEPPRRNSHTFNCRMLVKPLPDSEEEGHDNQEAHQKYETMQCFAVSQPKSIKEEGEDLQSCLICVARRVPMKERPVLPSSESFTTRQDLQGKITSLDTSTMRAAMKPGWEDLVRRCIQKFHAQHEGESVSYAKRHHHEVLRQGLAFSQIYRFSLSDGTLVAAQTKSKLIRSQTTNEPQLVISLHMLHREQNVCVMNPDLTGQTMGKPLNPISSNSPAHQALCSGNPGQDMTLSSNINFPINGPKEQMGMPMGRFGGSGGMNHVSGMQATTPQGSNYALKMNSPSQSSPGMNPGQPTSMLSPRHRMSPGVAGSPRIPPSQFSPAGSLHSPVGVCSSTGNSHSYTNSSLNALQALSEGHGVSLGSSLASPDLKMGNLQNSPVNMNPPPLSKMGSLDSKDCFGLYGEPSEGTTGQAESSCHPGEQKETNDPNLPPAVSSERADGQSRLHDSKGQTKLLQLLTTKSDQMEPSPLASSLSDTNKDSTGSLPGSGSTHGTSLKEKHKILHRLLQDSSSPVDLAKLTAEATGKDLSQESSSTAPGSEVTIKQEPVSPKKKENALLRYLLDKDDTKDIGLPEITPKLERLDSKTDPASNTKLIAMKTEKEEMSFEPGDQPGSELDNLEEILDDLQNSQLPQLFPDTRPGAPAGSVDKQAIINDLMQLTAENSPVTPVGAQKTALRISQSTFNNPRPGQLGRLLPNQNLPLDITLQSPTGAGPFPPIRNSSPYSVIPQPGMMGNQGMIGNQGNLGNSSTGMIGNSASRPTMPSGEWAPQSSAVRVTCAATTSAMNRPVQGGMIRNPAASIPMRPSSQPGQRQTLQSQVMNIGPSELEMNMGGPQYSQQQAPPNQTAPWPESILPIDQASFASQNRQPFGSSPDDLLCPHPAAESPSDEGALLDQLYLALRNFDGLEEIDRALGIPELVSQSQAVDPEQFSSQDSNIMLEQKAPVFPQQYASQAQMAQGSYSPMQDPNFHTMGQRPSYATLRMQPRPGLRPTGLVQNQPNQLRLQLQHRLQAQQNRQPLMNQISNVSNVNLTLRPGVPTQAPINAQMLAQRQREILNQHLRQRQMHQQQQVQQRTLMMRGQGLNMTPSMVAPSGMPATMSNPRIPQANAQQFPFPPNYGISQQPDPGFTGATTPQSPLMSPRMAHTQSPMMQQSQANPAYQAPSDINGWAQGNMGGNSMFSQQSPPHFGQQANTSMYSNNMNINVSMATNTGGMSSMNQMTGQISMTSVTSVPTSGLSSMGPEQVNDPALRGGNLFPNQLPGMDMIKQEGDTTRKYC
* hit, by the source's call; nt = not tested or not shown; & = joins results of further samples.

SMILES	LRH-1 inv ag	SRC1 inh	TROY NFkB inh	NCOA3 inh	CF NFkB block	KKLEB tox	LMP1 NFkB inh	TRAIL sens C8	NR2F2 inh	TWEAK-Fn14 inh	SRC2 inh
Cc1cc(C)n2nc(C(=O)Nc3nccs3)nc2n1	-79	-61	-25	-89	-3	9	-3	18	-46	13	-23
O=[N+]([O-])c1ccc(/C=C/c2ccncc2)cc1	-11	-10	-4	0	-11	1	nt	-17	-18	0	-32
S=C(Nc1ccc(Cl)cc1)NC1CC2CCC(C1)N2Cc1ccccc1 (stereo unspecified)	9	4	7	17	-6	3	-1	-5	-9	-1	12
CN(C)c1ccc(NC(=O)CN2CCN(CC(=O)Nc3ccc(F)cc3)CC2)cc1	20	-1	-48	9	-8	10	-1	3	10	-48	-27
COc1ccccc1NS(=O)(=O)c1cccc(NC(=O)c2nc3nc(C)cc(C)n3n2)c1	-11	-10	13	-45	5	3	1	-1	2	24	14
COc1ccc(NC(=O)CSc2nnnn2C2CC2)cc1S(=O)(=O)N1CCOCC1	5	-8	-11	12	2	-8	-2	-6	-30	-16	3
CS/C(=N\S(=O)(=O)c1cccs1)NC(=O)CSc1nc2ccccc2s1	8&21	-17&0	3&6	-5&13	43&1	-12&14	-3&-10	-7&0	9	11&-5	-12
Cc1ccc(C(=O)NCc2ccccc2)cc1Br	-1	-1	-16	7	-6	2	1	-17	-21	-1	-6
Cc1ccc(Cn2c(C(C)Nc3nc(-c4ccc(Cl)c([N+](=O)[O-])c4)cs3)nc3cc(C(F)(F)F)ccc32)cc1 (stereo unspecified)	15	-6	-1	17	-12	2	-4	15	1	8	2
CC(C)[C@H]1CN(C)CCN1Cc1cn(C)nc1-c1cccc(Cl)c1	-14	-4	8	-22	7	4	-7	-10	-7	1	-58
Cc1ccc([C@@H]2[C@@H]3C(=O)N(C)C(=O)[C@@H]3[C@]3(Cc4ccccc4)C(=O)N(Cc4ccccn4)CC(=O)N23)o1	-35	5	2	-2	10	-22	-10	0	0	13	8
O=C(Nc1ccc(Br)c(C(F)(F)F)c1)c1ccc(C(F)(F)F)cc1	1	-17	47	5	65*	-69*	nt	25	-29	63*	-32
FC(F)(F)c1cc(N2CCOCC2)nc(-c2ccccc2)n1	8	0	-6	9	9	1	7	-12	0	2	12
NS(=O)(=O)OCCCCCc1ccccc1	-4	-24	-1	-17	-8	3	-2	18	-2	4	-47
C[C@@H]1CCCCO[C@H](CN(C)Cc2ccc(Cl)c(Cl)c2)[C@H](C)CN([C@@H](C)CO)C(=O)c2cc(NC(=O)Nc3ccc(F)cc3)ccc2O1	3	-12	7	1	25	2	-7	11	16	27	21
Cc1ccc(S(=O)(=O)N2CCOCC2)cc1C(=O)OCC(=O)Nc1ccc(Cl)cn1	0	-2	18	-3	7	6	-8	-3	23	19	1
O=C(O)C1CCCCC1C(=O)NCCCN1CCOCC1 (stereo unspecified)	2	-37	nt	1	3	-5	-1	-10	-6	10	1
O=c1oc2ccccc2c2c1C(O)CO2 (stereo unspecified)	5	-5	15	0	-11	0	2	-14	5	0	1
Cc1ccc(NC(=O)CCCn2nc(C)c3c(C)n(-c4ccccc4)nc3c2=O)c(Cl)c1	1	-8	1	-30	7	1	0	13	-8	-14	-17
O=C(/C=C/c1ccccc1)Nc1cc(S(=O)(=O)N2CCOCC2)ccc1N1CCCC1	10	17	-5	-11	-33	7	3	-7	3	6	-9

Full records from above. Screens in order: LRH-1 inv ag | SRC1 inh | TROY NFkB inh | NCOA3 inh | CF NFkB block | KKLEB tox | LMP1 NFkB inh | TRAIL sens C8 | NR2F2 inh | TWEAK-Fn14 inh | SRC2 inh
`CC(C)[C@H]1CN(C)CCN1Cc1cn(C)nc1-c1cccc(Cl)c1` is entered as -14 | -4 | 8 | -22 | 7 | 4 | -7 | -10 | -7 | 1 | -58
`NS(=O)(=O)OCCCCCc1ccccc1` is entered as -4 | -24 | -1 | -17 | -8 | 3 | -2 | 18 | -2 | 4 | -47

(cont.)
SMILES	LRH-1 inv ag	SRC1 inh	TROY NFkB inh	NCOA3 inh	CF NFkB block	KKLEB tox	LMP1 NFkB inh	TRAIL sens C8	NR2F2 inh	TWEAK-Fn14 inh	SRC2 inh
CCOC(=O)c1c(C)nc2sc3c(=O)n(-c4ccc(C(C)=O)cc4)cnc3c2c1-c1ccc(OC)cc1	11	12	-3	-21	-5	6	8	6	-8	2	-21
N/C(=N\OC(=O)c1cccc(F)c1)c1ccccc1	-27	-117	-60	-70	-4	4	-29	74*	-11	-11	-23
Cn1cc([N+](=O)[O-])c(C(=O)Nc2nccs2)n1	19	11	19	8	21	2	-1	-1	9	17	9
CC(C)(C(=O)N1CCC1(C)C(=O)NS(=O)(=O)c1ccccc1Cl)c1ccccc1 (stereo unspecified)	1	-13	-5	-17	12	0	nt	-4	11	-10	-1
COC(=O)c1ccccc1NC(=O)NCCc1ccc(OC)c(OC)c1	2	14	-30	4	-3	24	1	1	-13	0	11
O=C(CSc1ncn[nH]1)Nc1nc2c(F)c(F)c(F)cc2s1	-8	-7	-13	8	39	-15	-1	-12	-7	1	20
COCCN(C(=O)COC(=O)c1cc(C)oc1C)c1c(N)n(Cc2ccccc2)c(=O)[nH]c1=O	0	-19	-9	-35	2	-2	1	-9	0	5	-16
N#CC(C#N)=Cc1cc2ccccc2nc1N1CCCCC1	-2	-6	-12	-7	-4	6	-6	-5	-7	20	-16
CCOC(=O)c1c(C)oc2cc(Sc3ccccc3)c(O)c(O)c12	-30	-16	-45	-21	6	-15	nt	6	-11	-5	-29
Cc1ccc(C)c(Nc2nc3nonc3nc2N2CCOCC2)c1	12	8	0	8	-4	-1	-5	5	-1	6	13
O=C(NC(=S)NCc1ccco1)c1ccccc1[N+](=O)[O-]	18	0	18	8	14	-2	nt	16	-3	2	-6
Cc1ccc2nc(Cl)c(C3CC(c4cccs4)=NN3S(C)(=O)=O)cc2c1 (stereo unspecified)	-16	-14	-51	5	-14	1	10	-10	-19	-33	9
Cc1ncc(CSc2nccc(=O)[nH]2)c(CO)c1O	-9	7	14	1	-2	-4	2	12	17	-11	-3
CCOc1ccccc1CNCC1CCCO1 (stereo unspecified)	5	-43	-8	-6	-10	14	-3	23	-7	4	5
CCc1ccc(C(=O)Cn2ncc(Cl)c(Cl)c2=O)cc1	12	-9	11	-6	84*	-68*	-98	97*	9	79*	-16
CCOc1cc(C(c2c(C)[nH][nH]c2=O)c2c(C)[nH][nH]c2=O)cc([N+](=O)[O-])c1O	1	-11	0	-3	1	1	2	2	-3	-2	12
CCc1cc(CNC(=O)c2ccc(OC3CCN(CCc4ccccc4)CC3)cc2)on1	12	-16	-1	13	-1	0	9	21	1	8	18
COc1ccc2c(c1)C(=O)N(c1ccccc1C)C(=O)C2(C)C	2	13	-3	16	2	-21	0	-10	12	-18	9
CC1(C)CC(=O)C(CO)=C(c2cccc3ccccc23)C1=O	-5	-5	4	-11	-8	9	-2	-18	8	10	11
COc1ccc(C2C(C(=O)c3cccs3)=C(O)C(=O)N2c2nncs2)cc1 (stereo unspecified)	-6	-3	-45	-39	18	1	-4	3	12	-16	2
Cc1cccc(C(=O)c2cccc(C)c2)c1	-1	-10	-12	9	10	-12	-9	8	-2	14	-17
COC(=O)c1sccc1NC(=O)CC1C(=O)NCCN1C(=O)Nc1ccc(OCc2ccccc2)cc1 (stereo unspecified)	-2	-18	-25	-2	-12	-7	-4	-4	-25	-9	-42
COc1ccc(CNC(=O)CCCN2C(=O)c3ccccc3C2=O)cc1	17	-8	-21	2	14	-6	-1	3	-2	2	11
COc1cc(CCC(=O)OCC(=O)N(CC(C)C)C2CCS(=O)(=O)C2)cc(OC)c1OC (stereo unspecified)	-6	21	-7	14	1	5	-9	-13	-5	4	-15
Cc1ccc(-c2csc(NC(=O)c3cccc([N+](=O)[O-])c3)n2)cc1	-8	4	7	-21	37	-29	-3	2	14	6	-5
CCOc1cccc(-c2csc(C3COc4ccccc4O3)n2)c1 (stereo unspecified)	-5	-26	-84	-20	-7	3	-40	20	-23	-27	-33
Cc1cccc(NC(=O)C2CCN(S(=O)(=O)c3cccc4nsnc34)CC2)c1	12	-9	19	3	15	-1	-9	7	3	-2	-2
CC1CCN(c2nc(NCc3ccco3)nc(N)c2[N+](=O)[O-])CC1	6	8	7	11	9	2	9	-7	10	21	11
CC(C)C(NC(=O)c1ccccc1F)C(=O)NCCCn1ccnc1 (stereo unspecified)	-7	-9	-5	-6	18	-4	8	-1	-18	-6	-18
O=C(Nc1ccn([C@H]2CC[C@@H](CO)O2)c(=O)n1)c1ccccc1	-2	-8	-21	16	6	1	-13	2	-4	-34	-13
O=C(Nc1ccc(Cl)c([N+](=O)[O-])c1)C(NCCCO)c1ccccc1 (stereo unspecified)	-15	22	-46	27	-29	-2	6	-4	-5	-20	4
COCCNC(=O)c1cc2c(=O)n3cccc(C)c3nc2n(Cc2ccncc2)c1=N	-13	-9	2	8	14	-2	1	7	-11	3	-2
Cc1cccc(CSCCNC(=O)Nc2ccccc2)c1	-13	-4	-8	6	1	-1	-2	14	6	6	8
COc1ccc(CN(Cc2cc3cccc(C)c3n3nnnc23)C(=O)N2CCOCC2)cc1	6	-2	19	4	-11	-1	-3	4	-18	-6	-21
CC(=O)C1=C(O)C(=O)N(c2nccs2)C1c1ccc(F)cc1 (stereo unspecified)	10	7	-20	1	14	-2	11	-2	-12	8	-14
COc1ccc(NC(=O)CCNS(=O)(=O)c2cccc3nonc23)c(OC)c1	-3	-19	-7	8	-13	10	2	-10	-7	9	-2
COCCCn1c(C(=O)N2CC(C)OC(C)C2)cc2c(=O)n3cccc(C)c3nc21 (stereo unspecified)	-6	3	-12	6	-25	-7	-2	-5	nt	-16	nt
CC(C)CNS(=O)(=O)c1ccc(C(=O)Nc2ccc3c(c2)OCCO3)cc1	-29	-47	-35	-63	-12	9	-24	-2	-10	-5	-40
c1cncc(-c2nnc3sc(C4CCCCC4)nn23)c1	2	4	-4	6	-3	-8	11	-6	-14	1	-2
Cn1cccc1CC(=O)N/N=C/C=C/c1ccco1	4	7	-9	6	6	3	4	10	-8	33	14
CN(C)c1nc(-c2ccc([N+](=O)[O-])cc2)cs1	-87	-69	-47	-22	-14	-7	5	-20	-20	-26	-56
Cc1ccccc1OCC(=O)NCCCNC(=O)c1ccccn1	-24	11	-8	10	-7	6	6	-14	2	2	4
COc1ccc(C(=O)N2CCN(C(=O)c3cc(OC)c(OC)c(OC)c3)CC2)cc1	14	-6	-3	18	-3	3	-1	-2	-24	-15	-15
O=C(Nc1ccncc1)Nc1ccc(Br)cc1Cl	-4	8	5	8	26	5	26	-21	-9	44	-45
CC1(C)Cc2c(sc(NC(=O)C(=O)N3CCCC3)c2C(N)=O)CO1	-12	-3	-17	-9	8	-5	1	-3	3	19	-18
COc1ccc(S(=O)(=O)N2CCCN(S(=O)(=O)c3ccc(OC)c(C)c3)CC2)cc1C	5	10	2	12	8	0	-11	7	27	-21	3
Cc1cc(N2CCOCC2)ccc1/C=C1\SC(=O)N(C(C)C)C1=O	-34	-59	26	-35	-22	-10	-54	27	-18	49	-19
COC(=O)C1=C(C)N(Cc2ccccc2)C(=NCC(C)C)N[C@H]1c1cccc(C(F)(F)F)c1	-6	-4	1	6	24	-3	-4	56*	nt	-37	nt
O=C(COC(=O)Cn1cnc2ccccc21)Nc1ccc2c(c1)C(=O)c1ccccc1C2=O	-142	-100	-91	-94	-70	0	-19	7	-28	-53	-50
